AGP1-GFP MLPCN: yeast TOR pathway AGP1-GFP modulation; hit rate 0.02% among 320,000; S. cerevisiae AGP1-GFP multiplex flow cytometry, 3 h; GFP as percent of DMSO wells; AID 2066; GFP response vs DMSO, % at 10 µM;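 active = GFP response relative to DMSO above a set limit, near screen average plus 3 SD, cut at about 150% in these data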;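 also: median GFP channel fluorescence of the gated AGP1 strain per well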
procasp7 counter: counter-screen for procaspase-3 activators: activators of human procaspase-7. hit rate 0.093% among 330,000. activation, % at 8.5 µM. recombinant procaspase-7, Ac-DEVD-pNA absorbance 405 nm; D23A/D198A/D206A triple mutant, cannot self-cleave; scale: DMSO 0, 5 µM enzyme 100. P55210;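 active = percent activation above the screen-wide mean plus 3 SD, cut at about 25% in these data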
Target sequence (P55210 whole entry D23A/D198A/D206A): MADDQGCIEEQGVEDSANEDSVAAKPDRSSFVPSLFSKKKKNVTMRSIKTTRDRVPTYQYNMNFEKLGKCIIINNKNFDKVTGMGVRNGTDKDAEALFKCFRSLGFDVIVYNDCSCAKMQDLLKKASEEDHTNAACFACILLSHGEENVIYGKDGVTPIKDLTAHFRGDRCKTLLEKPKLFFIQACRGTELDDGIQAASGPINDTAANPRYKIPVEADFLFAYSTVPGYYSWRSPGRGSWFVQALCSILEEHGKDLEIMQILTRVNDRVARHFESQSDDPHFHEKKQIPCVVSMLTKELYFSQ
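Detection: p-Nitroaniline absorbance at 405 nm, read at 0 and 120 min; system: Uncleavable procaspase-7 mutant enzyme; evaluation: % activation from two-timepoint absorbance difference, scaled to controls; times: 1 h enzyme–compound preincubation and 2 h substrate reaction, both 25 °C; buffer or medium: Zinc-free HEPES pH 7.4 with 300 mM NaCl, 0.01% Triton X-100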
LAP4-GFP MLPCN: yeast TOR pathway LAP4-GFP modulation; S. cerevisiae LAP4-GFP multiplex, flow cytometry GFP, 3 h; median GFP as percent of DMSO wells; GFP response vs DMSO, % at 10 µM; hit rate 0.34% among 320,000;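 active = GFP response vs DMSO above a set limit, about the screen mean plus 3 SD, cut at about 150% in these data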
RPL19A-GFP yeast: yeast TOR pathway RPL19A-GFP modulation | hit rate 0.3% among 330,000 | percent response vs DMSO, % at 10 µM | AID 2025 | S. cerevisiae RPL19A-GFP strain, flow cytometry, 3 h; stronger effect = lower value;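 active = percent response vs DMSO below 50%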;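 also: median channel GFP fluorescence of the barcoded RPL19A-GFP strain; ratio of sample median GFP to plate DMSO average so 100% = DMSO; lower means less RPL19A-GFP as with rapamycin TOR inhibition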
AHR act: activates the human aryl hydrocarbon receptor | P35869 | AHR-responsive luciferase reporter cells, luminescence | hit rate 2.5% among 320,000 | activation, % at 5 µM; in the data active = activation above about 47%;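 also: 0% = vehicle wells and 100% = reference agonist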
proCasp3 act: activates human procaspase-3. hit rate 0.11% among 330,000. AID 463141. P42574. activation, % at 8.5 µM. recombinant procaspase-3 D3A, Ac-DEVD-pNA absorbance 405 nm;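 active = activation above the mean of all tested compounds plus 3 SD, cut at about 21% in these data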;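 also: 0% = DMSO alone and 100% = DMSO wells spiked with extra 5 µM PC-3 D3A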
Target sequence (P42574 whole entry D9A/D28A/D175A): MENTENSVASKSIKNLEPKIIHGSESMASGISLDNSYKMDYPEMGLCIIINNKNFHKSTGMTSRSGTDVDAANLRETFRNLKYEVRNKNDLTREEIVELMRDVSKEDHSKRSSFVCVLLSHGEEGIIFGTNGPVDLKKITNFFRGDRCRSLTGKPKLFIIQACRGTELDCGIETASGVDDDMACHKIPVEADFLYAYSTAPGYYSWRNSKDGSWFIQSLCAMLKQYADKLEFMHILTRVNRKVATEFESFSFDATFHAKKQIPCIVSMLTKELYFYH
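Assay system – Procaspase-3 D3A mutant, all three cleavage aspartates alanine · Controls – DMSO-only low control, 5 µM PC-3 D3A high control · Schedule – 1 h compound preincubation, 2 h substrate hydrolysis at 25 °C · Signal – 405 nm absorbance of p-nitroaniline, reads at 0 and 120 min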
MEP2-GFP yeast: yeast TOR pathway MEP2-GFP modulation. S. cerevisiae MEP2-GFP strain, flow cytometry GFP, 3 h; 100% = DMSO control level. GFP response vs DMSO, % at 10 µM. hit rate 0.51% among 330,000;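 active = GFP response versus DMSO above a set limit, roughly screen mean plus 3 SD, cut at about 180% in these data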;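 also: median GFP fluorescence of the barcode-gated MEP2-GFP cells per well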
CIT2 TOR yeast: modulators of TOR pathway CIT2-GFP in S. cerevisiae; S. cerevisiae CIT2-GFP strain, flow cytometry, 3 h; 100 means same as DMSO wells; GFP response vs DMSO, % at 10 µM; hit rate 0.065% among 320,000;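 active = GFP response relative to DMSO above a set limit, near the screen mean plus 3 SD, cut at about 150% in these data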;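 also: ratio of well median GFP fluorescence to mean of DMSO wells on the plate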
* = called active by the depositor; . = no result given; [ ] = remark or other dose.

SMILES | AGP1-GFP MLPCN | procasp7 counter | LAP4-GFP MLPCN | RPL19A-GFP yeast | AHR act | proCasp3 act | MEP2-GFP yeast | CIT2 TOR yeast
O=C(NN1CC(C(=O)OCc2ccc(Cl)cc2Cl)CC1=O)c1ccccc1 (stereo unspecified) | 88 | . | 66 | 107 | . | . | 97 | 106
Nc1nc(SCC(=O)Nc2ccc(Br)cc2Br)n[nH]1 | 78 | 5 | 88 | 96 | -4 | 8 | 96 | 95
CCN(CC)CCn1c(NS(=O)(=O)c2ccc(C)cc2)nc2ccccc21 | 101 | -3 | 100 | 95 | 8 | 0 | 97 | 99
COc1ccc(Cl)cc1NC(=O)CN(C)CC(=O)Nc1cc(OC)c(OC)c(OC)c1 | 98 | -10 | 94 | 106 | 3 | -13 | 90 | 103
CCOC(=O)C1CCCN(C(=O)c2cccc(S(=O)(=O)N(C)c3ccc(C)cc3)c2)C1 (stereo unspecified) | 103 | 7 | 100 | 101 | 0 | 1 | 100 | 94
CN(C)C(=O)CSc1nc2ccccc2n1Cc1ccccc1 | 98 | -3 | 91 | 104 | -4 | -11 | 97 | 102
C[C@H](CO)N1C[C@H](C)[C@@H](CN(C)S(C)(=O)=O)Oc2c(NC(=O)C3CCCCC3)cccc2C1=O | 98 | 2 | 102 | 98 | -1 | 8 | 95 | 105
Cc1c(C)c2c(OCC(=O)NCCCO)cc3c(c2oc1=O)CCC(C)(C)O3 | 104 | 6 | 102 | 115 | 4 | 1 | 123 | 107
Cc1c(NC(=O)c2cc(-n3cnnc3)ccc2Cl)cccc1-c1nc2ccccc2o1 | . | -5 | 100 | 99 | 16 | 2 | 99 | 95
CCCNC(=O)CN1C(=O)c2ccccc2Sc2ncccc21 | 111 | -4 | 104 | 111 | 2 | 10 | 113 | 113
O=C(O)C1CC(=O)N(CCc2ccccc2)C1 (stereo unspecified) | 102 | 3 | 98 | 101 | 2 | 5 | 97 | 107
CC1CCN(S(=O)(=O)c2ccc3c(c2)oc(=O)n3CC(=O)NCc2ccc3c(c2)OCO3)CC1 | 104 | -9 | 97 | 103 | 0 | -1 | 102 | 103
COc1ccc(-c2csc3ncn(-c4cccc(C)c4)c(=O)c23)cc1OC | 104 | 11 | 91 | 104 | 7 | -4 | 102 | 96
CCN(CC)S(=O)(=O)c1ccc(C2=NOC3(C2)N(C)c2ccccc2C3(C)C)cc1 (stereo unspecified) | 114 | -2 | 103 | 114 | -2 | 2 | 114 | 118
O=[N+]([O-])c1cccc2c(S(=O)(=O)N3CCCCC3)cccc12 | 67 | -3 | 138 | 99 | 1 | -6 | 95 | 88
CCn1c(SCC(=O)c2ccc(F)cc2)nnc1-c1ccoc1C | 104 | 2 | 100 | 106 | -4 | -2 | 107 | 102
O=c1oc2cc(OCc3ccc(F)cc3F)ccc2cc1-c1ccc2ccccc2n1 | 109 | -13 | 95 | 99 | 97* | -5 | 106 | 105
Cc1nc(SCc2nc3c(C)cccc3[nH]2)c2oc3ccccc3c2n1 | 100 | -3 | 120 | 92 | 16 | -2 | 99 | 83
Cc1cccc(/C=N/NC(=O)C(C)Nc2cccc3ccccc23)n1 (stereo unspecified) | 98 | 0 | 101 | 99 | 11 | 5 | 109 | 93
Cc1[nH][nH]c(=O)c1C(c1ccc(-c2ccc(Cl)cc2)o1)c1c(C)[nH][nH]c1=O | 99 | 4 | 184* | 99 | 16 | 1 | 103 | 100
COC(=O)C(=N/Nc1ccccc1C(=O)OC)/C(C)=N/O | 102 | -39 | 110 | 98 | 1 | -10 | 101 | 88
O=C(COc1ccc(Br)cc1)NCCO | 86 | -4 | 76 | 96 | 3 | 2 | 92 | 91
Cn1c(=O)[nH]c(=O)c2[nH]c(N(Cc3ccccc3)Cc3ccccc3)nc21 | 80 | -1 | 82 | 97 | 8 | -3 | 85 | 84
CC(C)N(C(=O)CSc1n[nH]c(=O)n1CCc1ccccc1)C(C)C | 92 | -5 | 91 | 95 | 0 | 2 | 98 | 97
O=C(NCCCn1ccnc1)c1cn(-c2ccccc2)nc1-c1ccc(F)cc1 | 100 | 1 | 95 | 97 | 11 | -1 | 101 | 96
CCc1ccc(CN(C)C(=O)CCc2nnc(COc3ccccc3)o2)cc1 | 97 | 5 | 94 | 106 | 1 | 1 | 103 | 103
O=C1CC2(CCCCC2)Oc2ccc(F)cc21 | 94 | 6 | 106 | 101 | 3 | 2 | 94 | 96
CN(CCNC(=O)C1CCC(=O)N(Cc2ccc(Cl)cc2)C1)CCc1ccccc1 (stereo unspecified) | 92 | -11 | 72 | 98 | 1 | 4 | 79 | 108
CN(c1ccccc1)S(=O)(=O)c1ccc(C(=O)N2CCc3ccccc3C2)cc1 | 94 | 3 | 93 | 99 | 2 | -5 | 101 | 91
CC(C)OP(=O)(c1ccc(N(C)C)cc1)C(O)c1cccnc1 (stereo unspecified) | 99 | 8 | 108 | 100 | -1 | 2 | 99 | 90
CSCCNC(=O)c1ccc2nc(Cc3ccccc3F)oc2c1 | 102 | 3 | 94 | 102 | 15 | 8 | 106 | 105
O=C(N/N=C/c1ccncc1)c1ccccc1[N+](=O)[O-] | 100 | -2 | 101 | 104 | -1 | 11 | 104 | 99
CCOc1cc(CNCc2cccs2)ccc1OCC(=O)NC(C)(C)C | 110 | -1 | 117 | 105 | 7 | 3 | 137 | 96
O=c1cc(O)c(-c2cccc(Cl)c2)c(Cl)[nH]1 | 104 | -2 | 102 | 105 | -2 | -4 | 93 | 105
CC1=NC(C)(C)Cc2c(C)cccc21 | 107 | 7 | 106 | 107 | -2 | 5 | 106 | 105
O=C(COC(=O)CNC(=O)c1sc2ccccc2c1Cl)Nc1c(Cl)cc(Cl)cc1Cl | 106 | 2 | 100 | 108 | 1 | -1 | 109 | 109
Cc1csc(=O)n1CC(=O)OCC(=O)NNC(=O)c1ccccc1 | 103[may fluoresce green] | -1 | 100[may fluoresce green] | 99[may fluoresce green] | 5 | -5 | 91[may fluoresce green] | 111[may fluoresce green]
CCOCCn1c(COc2ccc(C)cc2)nc2ccccc21 | 106 | -2 | 95 | 102 | 10 | -1 | 101 | 101
COc1ccc([C@@H]2[C@@H]3C(=O)N(C(C)(C)C)C(=O)[C@@H]3[C@]3(Cc4ccccc4)C(=O)N(c4cccc(Cl)c4)C(=O)N23)cc1 | 81 | -5 | 101 | 96 | 3 | 7 | 92 | 74
CC(C)Sc1nnc(CNC(=O)C23CC4CC(CC(C4)C2)C3)n1C1CCCCC1 | 100 | 8 | 101 | 100 | 0 | -11 | 100 | 100

Some of these compounds in order of number of heavy atoms, lowest first.
SMILES | AGP1-GFP MLPCN | procasp7 counter | LAP4-GFP MLPCN | RPL19A-GFP yeast | AHR act | proCasp3 act | MEP2-GFP yeast | CIT2 TOR yeast
CC1=NC(C)(C)Cc2c(C)cccc21 | 107 | 7 | 106 | 107 | -2 | 5 | 106 | 105
O=C(COc1ccc(Br)cc1)NCCO | 86 | -4 | 76 | 96 | 3 | 2 | 92 | 91
O=C(N/N=C/c1ccncc1)c1ccccc1[N+](=O)[O-] | 100 | -2 | 101 | 104 | -1 | 11 | 104 | 99
COC(=O)C(=N/Nc1ccccc1C(=O)OC)/C(C)=N/O | 102 | -39 | 110 | 98 | 1 | -10 | 101 | 88
CN(C)C(=O)CSc1nc2ccccc2n1Cc1ccccc1 | 98 | -3 | 91 | 104 | -4 | -11 | 97 | 102
CCOc1cc(CNCc2cccs2)ccc1OCC(=O)NC(C)(C)C | 110 | -1 | 117 | 105 | 7 | 3 | 137 | 96
Cn1c(=O)[nH]c(=O)c2[nH]c(N(Cc3ccccc3)Cc3ccccc3)nc21 | 80 | -1 | 82 | 97 | 8 | -3 | 85 | 84
Cc1c(C)c2c(OCC(=O)NCCCO)cc3c(c2oc1=O)CCC(C)(C)O3 | 104 | 6 | 102 | 115 | 4 | 1 | 123 | 107
O=C(COC(=O)CNC(=O)c1sc2ccccc2c1Cl)Nc1c(Cl)cc(Cl)cc1Cl | 106 | 2 | 100 | 108 | 1 | -1 | 109 | 109
CC1CCN(S(=O)(=O)c2ccc3c(c2)oc(=O)n3CC(=O)NCc2ccc3c(c2)OCO3)CC1 | 104 | -9 | 97 | 103 | 0 | -1 | 102 | 103
COc1ccc([C@@H]2[C@@H]3C(=O)N(C(C)(C)C)C(=O)[C@@H]3[C@]3(Cc4ccccc4)C(=O)N(c4cccc(Cl)c4)C(=O)N23)cc1 | 81 | -5 | 101 | 96 | 3 | 7 | 92 | 74

(further entries)
SMILES | AGP1-GFP MLPCN | procasp7 counter | LAP4-GFP MLPCN | RPL19A-GFP yeast | AHR act | proCasp3 act | MEP2-GFP yeast | CIT2 TOR yeast
CCCCn1ccc(O)c(Cc2ccc(F)cc2)c1=O | 106 | 1 | 106 | 101 | 2 | 0 | 103 | 112
CN1CCC(N(C)C(=O)c2ccccc2F)CC1 | 94 | -1 | 84 | 99 | -1 | 2 | 101 | 103
COCc1c(C(=O)N2CCN(c3ccc(C(F)(F)F)cn3)CC2)oc2ccccc12 | 98 | 12 | 100 | 98 | -2 | -7 | 104 | 102
O=C(NCCc1ccccc1)c1c(O)c2cccc3c2n(c1=O)CC3 | 94 | 5 | 89 | 99 | 18 | 2 | 101 | 90
CN1Cc2c(N3CCOCC3)nc3sc(C#N)c(N)c3c2CC1(C)C | 95 | -4 | 106 | 101 | 2 | -6 | 96 | 87
Nc1ccc(-c2nc3ccc(C(=O)O)cc3s2)cc1 | 22 | 1 | 101 | 71 | -4 | -8 | 114 | 62
Cc1ccc(NC(=O)C(CC(=O)O)C2CCCO2)c(C)c1 (stereo unspecified) | 96 | -2 | 88 | 107 | 2 | 4 | 109 | 99
O=C(Nc1cc(C(F)(F)F)ccc1N1CCOCC1)C1Cc2ccccc2CN1C(=O)c1ccco1 (stereo unspecified) | 106 | -12 | 100 | 100 | 11 | 2 | 97 | 107
COc1ccccc1NC(=O)Cn1cnc2sc(C(=O)Nc3ccc(OC)c(OC)c3)c(C)c2c1=O | 95 | 6 | 90 | 99 | 5 | 8 | 100 | 99
CC(C)(C)NC(=O)COc1ccc2oc3c(c2c1)CCCC3 | 97 | 3 | 99 | 99 | 5 | 0 | 115 | 110
CCCSc1nnc(CN2CCOCC2)n1C | 91 | 10 | . | 90 | 2 | -3 | 91 | 87
COc1ccc(C(=O)NCc2n[nH]c(=S)n2-c2ccccc2)cc1OC | 95 | -2 | 98 | 97 | -3 | 6 | 93 | 97
COc1cc(C=O)cc(OC)c1OS(=O)(=O)c1ccc(NC(C)=O)cc1 | 98 | 3 | 88 | 101 | 2 | -3 | 92 | 101
CC(=O)Nc1ccc(NS(=O)(=O)c2cc(C)sc2C)cc1 | 89 | 4 | 99 | 92 | 1 | 9 | 100 | 101

Bioassay records: PubChem BioAssay, several laboratories
